HTRA1 inh = HTRA1 (human) protease inhibition; Q92743; recombinant HTRA1, FP-rhodamine activity-based probe, fluorescence polarization; inhibition, % at 5.96 µM; actives 0.5% (n = 340,000); AID 504803; in the data active = inhibition above about 36%;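 also: 0% = enzyme with DMSO and 100% = wells lacking enzyme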
GC-A act = GC-A (human) enzyme activation. P16066. HEK293 GC-A cells, cGMP TR-FRET, EC30 ANP; 0% at EC30 ANP, 100% saturating ANP. activation, % at 10 µM. actives 0.14% (n = 370,000). AID 1671463; in the data active = activation above about 40%
GC-B act = GC-B (human) receptor activation; actives 0.11% (n = 370,000); P20594; activation, % at 10 µM; AID 1920062; HEK293-GC-B cells, CNP EC30, cGMP TR-FRET; 0% at EC30 CNP, 100% saturating CNP;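 active = activation at 10 µM reaching about 35% in either raw or pattern-adjusted values, limit read from the data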
UHRF1 binding = blocks human UHRF1 binding to methylated DNA; AID 687016; UHRF1 binding to methylated oligo, TR-FRET; actives 0.75% (n = 370,000); Q96T88; inhibition, % at 4.4 µM; in the data active = inhibition above about 21%;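 also: UHRF1 SRA domain binding a hemimethylated CpG hairpin DNA probe; 0% = median of test compound wells and 100% = reference inhibitor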
Target sequence (Q96T88 whole entry, looked up, the tested form may be a part): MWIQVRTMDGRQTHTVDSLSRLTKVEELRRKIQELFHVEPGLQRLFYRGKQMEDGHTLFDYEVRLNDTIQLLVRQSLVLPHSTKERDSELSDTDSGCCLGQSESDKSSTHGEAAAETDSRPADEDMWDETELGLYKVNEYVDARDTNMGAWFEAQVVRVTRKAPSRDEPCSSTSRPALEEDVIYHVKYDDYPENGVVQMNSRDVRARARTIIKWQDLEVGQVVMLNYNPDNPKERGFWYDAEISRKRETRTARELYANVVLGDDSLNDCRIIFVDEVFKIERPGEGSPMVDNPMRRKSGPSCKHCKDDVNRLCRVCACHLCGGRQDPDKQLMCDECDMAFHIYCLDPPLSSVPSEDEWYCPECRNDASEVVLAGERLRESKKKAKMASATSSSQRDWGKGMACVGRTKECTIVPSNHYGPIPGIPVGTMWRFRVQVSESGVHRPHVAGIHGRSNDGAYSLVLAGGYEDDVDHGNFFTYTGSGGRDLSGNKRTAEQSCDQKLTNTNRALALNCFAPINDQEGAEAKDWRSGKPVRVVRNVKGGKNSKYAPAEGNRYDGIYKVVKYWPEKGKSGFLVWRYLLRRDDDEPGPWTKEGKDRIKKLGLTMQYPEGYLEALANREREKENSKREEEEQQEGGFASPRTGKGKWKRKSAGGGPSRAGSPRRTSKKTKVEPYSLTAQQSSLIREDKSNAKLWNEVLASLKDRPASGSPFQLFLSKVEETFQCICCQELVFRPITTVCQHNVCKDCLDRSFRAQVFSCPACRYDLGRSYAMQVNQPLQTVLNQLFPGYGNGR
ABHD4 inh = inhibitors of mouse ABHD4 | Q8VD66 | purified mABHD4, FP-Rh probe fluorescence polarization | inhibition, % at 8.92 µM | actives 0.54% (n = 370,000) | AID 720543;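 active = inhibition exceeding the mean over every tested compound plus 3 SD, cut at about 30% in these data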;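 also: 0% = plate median of compound wells and 100% = S159A mutant with DMSO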
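Assay system: wild-type mouse ABHD4 protein; compound: single nominal dose of 8.92 µM, 0.89% DMSO final; schedule: 45 min + 60 min at 25 °C; measured by: FP readout, ex 525 nm / em 598 nm; evaluation: % inhibition of FP-Rh probe binding versus controls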
PRMT1 FP inh = PRMT1 (human) inhibition, primary screen | Q99873 | recombinant PRMT1, activity-based probe fluorescence polarization | inhibition, % at 2.79 µM | actives 1.3% (n = 370,000) | AID 652257;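 active = inhibition above about 21% made by adding two undisclosed values, limit read from the data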
TCR-CD3 inh = blocks the human TCR-CD3 interaction; inhibition, % at 9.4 µM; TAMRA-labeled TCR probe fluorescence, biochemical; actives 0.37% (n = 360,000); in the data active = inhibition above about 19%;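 also: recombinant mutant TCR 2C K166C tagged with TAMRA read by polarization; 0% = receptor in buffer alone and 100% = receptor with positive control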
SIAE primary = blocks human sialic acid acetylesterase; Q9HAT2; actives 0.69% (n = 370,000); SIAE FP-Rh probe binding, fluorescence polarization; inhibition, % at 9.66 µM;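 active = inhibition above a cutoff: mean of compounds within the control limits plus 3 SD of those, cut at about 17% in these data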;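 also: 0% = plate median of compound wells and 100% = probe without SIAE protein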
MBD2 inh = inhibitors of human MBD2 binding to methylated oligonucleotide | Q9UBB5 | TR-FRET | inhibition, % at 4.4 µM | actives 0.31% (n = 370,000) | AID 686964; in the data active = inhibition above about 13%
rCAG binder = binds r(CAG) RNA repeats; actives 1.3% (n = 370,000); inhibition, % at 3 µM; r(CAG) RNA repeat, TO-PRO-1 dye displacement fluorescence; AID 651821;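 active = inhibition above the plate cutoff, the mean of all test compounds on that plate plus 3 SD, cut at about 35% in these data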;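 also: 0% = DMSO alone and 100% = 100 µM mitoxantrone as full dye displacement; higher means more dye released from RNA so lower well fluorescence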
The depositor's hits bear a star; nt = no result given.

SMILES | HTRA1 inh | GC-A act | GC-B act | UHRF1 binding | ABHD4 inh | PRMT1 FP inh | TCR-CD3 inh | SIAE primary | MBD2 inh | rCAG binder
O=c1cc2ncc(-n3cc([N+](=O)[O-])cn3)cn2[nH]1 | 6 | -2 | -1 | -1 | 7 | -1 | -4 | 1 | -5 | 8
COc1ccccc1-c1cc2nc(C)c(CCC(=O)NCc3ccco3)c(C)n2n1 | -10 | 13 | -3 | 0 | 3 | 13 | -2 | -1 | 3 | 10
COc1ccccc1NC(=O)CSc1nnc(Cc2cccn2C)n1-c1ccc(F)cc1 | 2 | -6 | -5 | -1 | 3 | 2 | 9 | 4 | -7 | 5
O=C(COC(=O)c1ccc(S(=O)(=O)N2CCCC2)cc1)NCc1cccs1 | 2 | -1 | 3 | 7 | -1 | 2 | 3 | 1 | -2 | 2
Cc1ccc(S(=O)(=O)N(CC(=O)Nc2cc(C)ccc2C)C(=O)N2CCN(C)CC2)cc1 | 2 | 3 | 1 | 1 | 2 | 2 | -6 | -3 | 8 | -1
COc1ccc(C(=O)c2[nH]c(N)c(C(=O)NCCc3c[nH]c4ccccc34)c2-c2ccc(Br)cc2)cc1 | nt | -4 | -4 | -4 | 27 | 3 | -10 | 6 | -2 | 22
COc1ccccc1-c1noc(CSc2nc(C)cc(=O)[nH]2)n1 | 2 | -6 | 0 | -3 | -7 | -1 | -7 | 0 | -3 | -3
CN1CCN(C(CNS(=O)(=O)c2cccs2)c2cccnc2)CC1 (stereo unspecified) | 7 | 1 | -6 | -3 | -3 | -5 | 2 | 5 | -2 | 3
COc1ccc(NC(=O)CSc2ncn(-c3ccccc3)n2)cc1Cl | -21 | -10 | -11 | -2 | -4 | 2 | -6 | -4 | -1 | 5
CCOC(=O)C1CCN(S(=O)(=O)c2cn(C)c(=O)n(C)c2=O)CC1 | 0 | 0 | 3 | 0 | 3 | -5 | 5 | 1 | -3 | -1
CCCCCCN1C[C@H](n2cc(C3CC3)nn2)[C@@H](O)C[C@@H]1c1ccc(C)cc1 | -49 | -12 | -10 | 0 | -21 | 1 | 0 | 4 | 2 | 0
COCc1cc(N2CCNC[C@@H]2C)ccc1N1CCN(Cc2ccccc2)[C@H](C)C1 | nt | 3 | 1 | -1 | 9 | -2 | -8 | 17* | -2 | 5
Cc1ccc(NC(=O)CCCNC(=O)c2ccc(Cl)cc2)nc1 | 2 | -2 | -2 | -2 | -4 | -1 | -6 | -1 | 1 | -5
O=C(OCCN1C(=O)c2ccccc2C1=O)c1cc(S(=O)(=O)N2CCOCC2)ccc1F | 3 | 10 | 15 | 0 | 4 | -3 | 3 | 0 | 2 | -5
CCCC(=O)N(CCN1CCOCC1)c1nc2c(OC)ccc(OC)c2s1 | 2 | 4 | -6 | 0 | -2 | 1 | 1 | -1 | 2 | -4
COc1ccc(CN(C(=O)c2cccs2)c2ccccc2)cc1 | -12 | -6 | -4 | 0 | -4 | -1 | 3 | 4 | 0 | -5
COc1ccc(CNC(=O)CN2C(=O)CCSc3ccc(S(=O)(=O)N4CCCC4)cc32)cc1 | 2 | 6 | 1 | 3 | -6 | -1 | 8 | -5 | 3 | 2
CC[C@@H](OP(=O)(O)[C@@H](C)N)C(=O)O | nt | 6 | -2 | -1 | 5 | 0 | nt | -3 | 0 | 1
CCCCCCn1c(=O)n2n(c1=O)C[C@]1(OC(=O)NCc3ccccc3F)CN(S(=O)(=O)c3ccc(C)cc3)C[C@]1(O)C2 | -40 | 3 | -1 | -1 | -29 | -2 | 0 | -13 | -4 | 4
O=C(CSc1nncn1-c1cccnc1)Nc1cccc(C(F)(F)F)c1 | 1 | 0 | -1 | 2 | 2 | 3 | 2 | -6 | 2 | 1
O=C(/C=C/c1ccccc1[N+](=O)[O-])NNC(=O)c1ccncc1 | 2 | 1 | -6 | 1 | 0 | 2 | -3 | -2 | -2 | 4
Cc1ccc(/C=N/NC(=O)Cc2ccc(Cl)cc2)c(O)c1 | -6 | 2 | 5 | 0 | -1 | 4 | -7 | -2 | 3 | -3
COc1cc(C2C(C(C)=O)=C(O)C(=O)N2CCN2CCOCC2)ccc1O (stereo unspecified) | 2 | -4 | 3 | -5 | 8 | 3 | 4 | 0 | 3 | -3
CCc1ccc(NC(=O)CSc2nnc(-c3cnccn3)n2C)cc1 | 0 | 1 | -4 | 1 | 3 | 3 | -7 | 2 | 4 | -4
CCC(C)(C)NC(=O)C(c1cccc(OC)c1OC)N(CCC(C)C)C(=O)CCC(=O)Nc1cc(C)on1 (stereo unspecified) | -10 | -6 | -5 | 2 | 10 | 0 | 2 | -5 | -2 | -5
Cc1csc(SCC(=O)Nc2cc(C(N)=O)cc(C(N)=O)c2)n1 | -1 | 0 | 5 | 1 | 7 | 1 | 1 | 5 | -5 | 4
COc1ccc([C@@H](OC)[C@@]2(Cc3ccc(O)cc3)N=C(N)N(C)C2=O)cc1 | 4 | 4 | 0 | 0 | 6 | -1 | 7 | -3 | 1 | 4
Cc1c(C(=O)N2CCOCC2)c(S(=O)(=O)Nc2cccc(Br)c2)c(C)n1C | 0 | 1 | 0 | 3 | -4 | -3 | 5 | -2 | 1 | 0
Cc1nn(-c2ccccc2)c2[nH]c(=O)cc(C(F)F)c12 | 4 | -3 | -4 | 0 | 0 | 2 | 1 | 14 | -3 | 1
COC(=O)CN1C(=O)C2(C(C#N)=C(N)Oc3n[nH]c(-c4cccs4)c32)c2ccccc21 (stereo unspecified) | 6 | 0 | -3 | -4 | 2 | -1 | 11 | -4 | 0 | -1
O=C1CCCN1CCCNS(=O)(=O)c1ccc(Cl)c(C(=O)N2CCOCC2)c1 | 0 | 0 | 9 | 7 | -1 | 2 | 0 | -10 | 5 | 3
CC(=O)Nc1nc(-c2ccc(-c3ccccc3)cc2)cs1 | -6 | 1 | -5 | -1 | -7 | -1 | 0 | 1 | 3 | 7
NC(=O)CC(NC(=O)c1ccccc1)c1ccc(NCCc2ccc(Cl)cc2)c([N+](=O)[O-])c1 (stereo unspecified) | -2 | -1 | 8 | 3 | 3 | -1 | 9 | 5 | -4 | 6
CC(C)C[C@@H](CO)N1CCN(Cc2cccc(C#N)c2)CCC1=O | -1 | -1 | 2 | -2 | 3 | 1 | 6 | -5 | 0 | -8
COCCn1c(CNc2ccc(F)cc2)nnc1SCC(=O)Nc1ccc(OC)cc1OC | -2 | 2 | 0 | 0 | 1 | -1 | -1 | 5 | -1 | -2
C=CCOc1nc2c(c(=O)n(Cc3ccc(Cl)cc3)c(=O)n2C)n1C | 6 | 4 | 0 | -3 | 5 | -2 | 5 | 2 | -6 | -1
CCCCNC(=O)CCC(=O)Nc1ccc2nc(N3CCN(C)CC3)cc(C)c2c1 | 3 | -3 | 1 | 0 | 2 | -4 | -4 | 4 | -1 | -8
COCCn1cc(C(=O)N2CCN(C)CC2)c2c3ccccc3n(C)c2c1=O | -5 | 1 | -1 | -2 | 0 | -1 | 7 | 0 | -1 | -5
CCn1c(SCC(=O)Nc2ccccc2)nc2ccccc2c1=O | -7 | 0 | -1 | -2 | 0 | 0 | 2 | 17* | -6 | 4
Clc1ncccc1OCc1ccccc1 | 3 | 7 | -3 | 0 | 3 | 0 | -5 | -8 | 5 | -4
COCCCNC(=O)C(=O)Nc1cc2c3c(c1)CCN3C(=O)CC2 | -1 | 1 | 4 | -2 | -5 | -1 | 6 | 0 | 3 | -4
CCOC(=O)N1CCc2c(sc3c2c(=O)n(Cc2ccccc2)c(=O)n3CC(=O)NCC2CCCO2)C1 (stereo unspecified) | -5 | 5 | 0 | 2 | -6 | -2 | -10 | 5 | 0 | -2
CCOc1ccc(/C=N/OC(C)C(=O)NCc2ccc3c(c2)OCO3)cc1 (stereo unspecified) | 4 | -2 | 0 | 3 | -4 | 2 | -4 | -8 | 2 | -7
Cc1ccccc1S(=O)(=O)NC(=O)C1(C)CCN1C(=O)C/C=C/c1ccccc1 (stereo unspecified) | nt | 1 | 3 | -2 | 5 | 0 | 3 | 5 | 1 | 21
CCn1c(SCC(=O)Nc2ccccc2OC)nnc1-c1cnccn1 | -9 | -7 | 0 | 2 | 0 | 1 | -3 | -8 | 7 | 1
COc1ccc(S(=O)(=O)N2CCC(C(=O)Nc3nnc(CCN4CCCCC4)s3)CC2)cc1 | 4 | -1 | 0 | 5 | -6 | -4 | 11 | -2 | 0 | 3
CCN(CC1CCCO1)C(=O)C1CCN(C2CCN(Cc3ccccc3C)CC2)CC1 (stereo unspecified) | -1 | 2 | -1 | 4 | -13 | 4 | -4 | 0 | 3 | -7
Cc1ccc(S(=O)(=O)c2cnc3cc(C)nn3c2N)cc1 | 4 | 7 | -4 | -1 | 0 | 2 | 2 | 4 | -5 | 1
COc1ccc(C(=O)NC(=S)Nc2nc(C)c(C(=O)N(C)C)s2)cc1 | -4 | 4 | 3 | -2 | -9 | 3 | 2 | 1 | -2 | 4
CN(CC(=O)Nc1c(Cl)cccc1Cl)C(=O)c1ccc2ccccc2n1 | -3 | 0 | 0 | 0 | 3 | -2 | 2 | -3 | 3 | 2

Molecules from the list above that contain a nitro group on carbon:
SMILES | HTRA1 inh | GC-A act | GC-B act | UHRF1 binding | ABHD4 inh | PRMT1 FP inh | TCR-CD3 inh | SIAE primary | MBD2 inh | rCAG binder
O=c1cc2ncc(-n3cc([N+](=O)[O-])cn3)cn2[nH]1 | 6 | -2 | -1 | -1 | 7 | -1 | -4 | 1 | -5 | 8
O=C(/C=C/c1ccccc1[N+](=O)[O-])NNC(=O)c1ccncc1 | 2 | 1 | -6 | 1 | 0 | 2 | -3 | -2 | -2 | 4
NC(=O)CC(NC(=O)c1ccccc1)c1ccc(NCCc2ccc(Cl)cc2)c([N+](=O)[O-])c1 (stereo unspecified) | -2 | -1 | 8 | 3 | 3 | -1 | 9 | 5 | -4 | 6

The listing continues.
SMILES | HTRA1 inh | GC-A act | GC-B act | UHRF1 binding | ABHD4 inh | PRMT1 FP inh | TCR-CD3 inh | SIAE primary | MBD2 inh | rCAG binder
CC(C)C(NC(=O)C12CC3CC(CC(C3)C1)C2)C(=O)N/N=C/C1=C(N2CCOCC2)C(=C\c2ccc([N+](=O)[O-])cc2)/CC1 (stereo unspecified) | 0 | -1 | -6 | 0 | 8 | 3 | 4 | 3 | 3 | 4
CCc1nnc(NC(=O)C2CCN(c3ncnc4sc(C)c(C)c34)CC2)s1 | 0 | -8 | 6 | 0 | -4 | -9 | 2 | 1 | 0 | -2
Cc1ccc(C)c(C(=O)Cn2ncc(Cl)c(Cl)c2=O)c1 | -6 | 22 | 27 | -2 | -4 | 0 | 2 | -8 | 4 | 3
CCOc1ccc(-c2cc(C(=O)NCCCn3ccnc3)c3ccccc3n2)cc1 | -8 | 10 | -1 | -2 | -3 | -1 | -4 | -10 | 4 | -1
CCN1CCCC1CNC(=O)COc1cc(=O)n(C)c2ccccc12 (stereo unspecified) | 14 | 3 | 0 | -1 | -3 | -1 | 7 | -2 | -1 | -3
CCN(CC)c1ccc(C=Nc2ccc(OC)c(S(=O)(=O)N3CCOCC3)c2)c(O)c1 | 7 | 2 | 2 | -4 | 1 | -1 | 6 | -7 | 2 | 5
CCN1CCN(c2ncnc3c2nnn3Cc2ccccc2)CC1 | 3 | 2 | 0 | -1 | 4 | 2 | -2 | 3 | 5 | -9

The list is partial. The share of hits here may be higher or lower than overall.
